# Screening data as filed in PubChem.
# LmPK inhibitor – inhibitors of Leishmania mexicana pyruvate kinase | Q27686 | purified LmPK, Kinase-Glo ATP luminescence, 1 h | Potency, µM (top dose mostly 57.5 µM), inactives show at the highest dose activity change, negative = inhibition, most hits filed as inhibitors | 290,000 compounds, 0.37% hits | AID 1721; further: potency means the concentration at half of the fitted maximal effect
# Target sequence (Q27686 whole entry, looked up): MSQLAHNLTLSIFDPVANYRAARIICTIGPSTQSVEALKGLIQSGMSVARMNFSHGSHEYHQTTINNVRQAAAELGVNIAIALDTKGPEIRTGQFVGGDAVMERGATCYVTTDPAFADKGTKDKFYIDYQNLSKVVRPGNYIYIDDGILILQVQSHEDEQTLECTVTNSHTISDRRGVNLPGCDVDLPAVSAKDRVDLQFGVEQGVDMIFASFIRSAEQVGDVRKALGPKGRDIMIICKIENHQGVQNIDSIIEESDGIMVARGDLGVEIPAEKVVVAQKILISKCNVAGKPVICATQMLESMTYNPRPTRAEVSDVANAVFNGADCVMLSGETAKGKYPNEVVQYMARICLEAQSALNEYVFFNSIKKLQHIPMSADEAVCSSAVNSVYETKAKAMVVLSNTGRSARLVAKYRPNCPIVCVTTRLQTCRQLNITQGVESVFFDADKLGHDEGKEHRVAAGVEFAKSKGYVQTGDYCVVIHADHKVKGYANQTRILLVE
#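 In 50 mM imidazole pH 7.2 with 7 mM MgCl2, LmPK (0.1 nM) turned over PEP (0.5 mM) and ADP (0.1 mM) for 1 h at room temperature. Luciferase read-out of ATP.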
# AmpC detergent – inhibitors of E. coli AmpC beta-lactamase with detergent. AmpC hydrolysis of nitrocefin, absorbance 480 nm, 0.01% Triton. Potency, µM (top dose mostly 114 µM), for inactives: at the top dose activity change, negative = inhibition, actives largely listed as inhibitors. 370,000 compounds, 0.041% hits. AID 485294;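 further: potency means the concentration at half of the fitted maximal effect; 0% = no-compound wells and -100% = no-enzyme wells; nearly all actives have a fitted effect of over 25% in size; some results filed as inactive show a strong effect at the top dose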
# Target sequence (P00811 whole entry, looked up): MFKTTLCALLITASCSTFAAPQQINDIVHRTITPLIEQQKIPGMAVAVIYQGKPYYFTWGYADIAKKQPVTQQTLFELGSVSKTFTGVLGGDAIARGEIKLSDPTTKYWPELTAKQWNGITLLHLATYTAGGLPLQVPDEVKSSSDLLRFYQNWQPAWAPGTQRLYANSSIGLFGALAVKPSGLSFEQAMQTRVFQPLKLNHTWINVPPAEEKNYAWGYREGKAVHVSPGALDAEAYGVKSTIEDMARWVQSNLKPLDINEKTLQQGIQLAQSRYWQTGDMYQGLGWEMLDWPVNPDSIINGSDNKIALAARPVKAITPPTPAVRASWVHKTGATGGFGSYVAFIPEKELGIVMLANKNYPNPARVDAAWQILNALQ
#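 20 mM phosphate pH 7.0 + 0.01% (detergent screen) or 0.0001% Triton X-100; 5.3 nM AmpC reagent; cpd preinc 15 min RT; nitrocefin (800 uM stock) to start; A480 q20 s × 4 min; Activity was normalised to no-enzyme and no-compound control wells.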
# HCV inhibitor – blocks hepatitis C virus; Huh7.5.1 HCVcc-Cre infection, luciferase reporter, 44 h; Potency, µM (titrated, usually from 41.8 µM), for inactives: at the top dose activity change, negative = inhibition, actives largely listed as inhibitors; 340,000 compounds, 3.4% hits; further: potency means the concentration at half of the fitted maximal effect
#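 HCVcc-Cre virus at an moi near 0.5 was added right after compound to cells cultured 4 h from seeding (1,000 cells/well). Luciferase activity was determined 44 h later, 15 min after substrate addition at RT.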
# HCMV inh – human cytomegalovirus inhibition. activity change, negative = inhibition, % at 57.5 µM. 410,000 compounds, 4.5% hits. HFF cells, HCMV-luciferase reporter, 72 h; active compounds read low. AID 1259415; in the data active means activity change below about -60%; inconclusive means no clear call, values can overlap the other calls; inactive means above about -39%
#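 Luciferase read-out from HCMV-luciferase-infected HFFs (MOI 1 PFU/cell) 72 h post infection at 37C; compounds added after 16 h cell attachment; activity normalized between buffer-only basal and Salinomycin (10uM) inhibitor controls.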
# AmpC no deterg – AmpC beta-lactamase inhibition without detergent | AID 485341 | Potency, µM (doses to about 57.1 µM), without a hit: at the top dose activity change, negative = inhibition, actives largely listed as inhibitors | 330,000 compounds, 0.52% hits | AmpC nitrocefin hydrolysis, absorbance 480 nm, 0.0001% Triton;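 further: potency means the concentration at half of the fitted maximal effect; plate controls were no compound for no effect and no enzyme for full effect; nearly all actives have a fitted effect of over 20% in size; some results filed as inactive show a strong effect at the top dose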
#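 20 mM phosphate pH 7.0 + 0.01% (detergent screen) or 0.0001% Triton X-100; 5.3 nM AmpC reagent; cpd preinc 15 min RT; nitrocefin (800 uM stock) to start; A480 q20 s × 4 min; Activity was normalised to no-enzyme and no-compound control wells.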
# AMA1 RON2 block – inhibitors of Plasmodium falciparum AMA1-RON2 interaction; AlphaScreen AMA1-biotinylated RON2 peptide binding; Potency, µM (top dose mostly 58.2 µM), inactives show at the top dose activity change, negative = inhibition, most hits filed as inhibitors; 360,000 compounds, 0.2% hits; AID 720542;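 further: potency means the concentration at half of the fitted maximal effect; 0% = vehicle wells and -100% = peptide control; nearly all actives have a fitted effect of over 45% in size; some results filed as inactive show a strong effect at the top dose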
#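 AMA1 (3D7) with his tag at 25 nM final met compounds first, then biotinylated RON2 peptide at 25 nM; detection used donor plus acceptor beads, 10 µg/mL apiece, read by AlphaScreen after 30 min at room temperature.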
# TbPYK inhibitor – blocks Trypanosoma brucei pyruvate kinase | Q57TT1 | Potency, µM (highest dose often 76.8 µM), inactives show top-dose activity, negative = inhibition, usual class: inhibitors | AID 624173 | 410,000 compounds, 0.12% hits | TbPYK enzyme, Kinase-Glo Plus ATP luminescence, 45 min; further: potency means the concentration at half of the fitted maximal effect; nearly all actives have a fitted effect of over 50% in size
#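 In this concentration-response screen, enzyme-free wells defined baseline while DMSO plates tracked drift. Each reaction combined TbPYK, substrate, compound and 130 uM ADP for 45 min at room temperature. Kinase-Glo Plus luminescence gave the signal.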
# Numbers without * were called inactive; ? = inconclusive; · = no result given; & = joins results of further samples; [ ] = remark or other dose. Unless noted, the call rests on the fitted dose curve; in most records, active means well fitted curve in the direction sought with a large enough effect; inconclusive means small, poorly fitted or top-dose-only effect, or another doubt; inactive means no such curve, though single readings can be large; an effect the other way counts as inactive or inconclusive. Unless noted, on the % scale 0 is the no-effect control and ±100 the full control effect.
SMILES,LmPK inhibitor,AmpC detergent,HCV inhibitor,HCMV inh,AmpC no deterg,AMA1 RON2 block,TbPYK inhibitor
COc1ccccc1C(=O)OCC(=O)NC(=O)NC1CCCC1,·,11%,7%,-8,-19%,0%,5%
Cc1ccc(C)c(N2C(=O)CC(Cc3ccccc3)C2=O)c1 (stereo unspecified),5%,-11%,17%,29,-10%,20%,-4%
Cc1cc(C)c[n+](-c2[nH]c(=O)sc2/C=N/N=C(\[O-])c2cccnc2)c1,0%,-9%,18%,8,2%,74%[activator],0%
COc1ccc(OC)c(NC(=O)CCC(=O)Nc2nnc(C(F)(F)F)s2)c1,-1%,-6%,3%,0,-3%,9%,6%
COc1ccccc1Oc1ccc(N2CC(C(=O)OCC(=O)c3ccccc3)CC2=O)cc1 (stereo unspecified),2%,-7%,10%,-3,63%[activator],-10%,-3%
COCCC(=O)N1CCCC(C(=O)c2ccc(C(F)(F)F)cc2)C1 (stereo unspecified),0%,-2%,8%,124,27%,9%,-10%
CC(C)CCNC(=O)c1cccc(-n2cnc3cccnc32)c1,·,0%,·,?,·,·,-3%[15.4 µM]
Cc1ccc(S(=O)(=O)/C(C#N)=C/c2c(N3CCOCC3)nc3ccccn3c2=O)cc1,4%,-3%,25%,30,52%,-4%,-4%
O=C1CN(C(=O)CSc2nc(-c3ccccc3)cs2)c2ccccc2N1,-3%,-9%,?,-61*,-47%,12%[11.6 µM],5%
CC1CCCC(NC(=O)COC(=O)COc2ccc(Cl)cc2)C1C (stereo unspecified),3%,?,6%,27,24%,0%,-5%
Cc1cccc2nc(-c3ccccc3)c(-c3ccc(CN4CCC(n5c(=O)[nH]c6ccccc65)CC4)cc3)nc12,·,·,·,-35,·,?,-2%
Cc1ccc(F)c(S(=O)(=O)NC(=O)C2(C)CCN2C(=O)COc2ccc(Cl)cc2)c1 (stereo unspecified),·,·,·,-8,·,-2%,-7%
CC(NC(=O)COc1ccc(Br)cc1)C(=O)O (stereo unspecified),-12%,-1%,-1%,36,6%,5%,2%
COc1ccccc1C(=O)Nc1ccccc1C(=O)OCc1cc(=O)n2c(C)csc2n1,·,7%,·,-23,·,·,6%
COc1cccc(OC)c1C(=O)NC(=S)Nc1ccc2oc(=O)ccc2c1,-1%,-13%,9%,-14,-10%,-5%[2.32 µM],-4%
CC(=O)NCCC(=O)Nc1nc(-c2ccc3ccccc3c2)cs1,0%,0%,4%,70,87%[activator],-6%,-1%
CC1CCC(Nc2nc3c(-c4ccc(Cl)cc4)nnn3c3ccccc23)CC1 (stereo unspecified),·,2%,·,28,·,·,2%
Cc1ccc(S(=O)(=O)NCC(=O)OCC(=O)c2cccs2)cc1,1%,-15%,19%,0,-2%,10%,9%
CN(C)c1ccncc1C(=O)Nc1ccc(F)cc1F,9%,-2%,25%,-1,12%,-1%,-3%
Cc1ccc(-n2ncc(C(=O)O)c2C2CCN(C(=O)OC(C)(C)C)CC2)cc1,-7%,0%,17%,1,-14%,35%[activator],4%
CCC(C)NC(=O)c1nn(C)c(=O)c2ccccc12 (stereo unspecified),-6%,-4%,5%,30,-33%,-14%,-9%
COc1ccc([N+](=O)[O-])cc1C1NN=C(c2cccc3ccccc23)S1 (stereo unspecified),3%,-16%,-25%,11,-19%,14%,7%
CNC(=O)C1CCC(Cn2c(=O)c3sccc3n(CC(=O)NCc3ccc(C)cc3)c2=O)CC1 (stereo unspecified),·,3%,·,11,·,·,0%
COc1ccccc1OCCCn1c(C)c(C#N)c2ccccc21,-3%,0%,?,-10,1%,2%,-4%
Cc1cc2c(c(=O)n1Cc1ccccc1)C1O[C@](CCCCN3C(=O)c4ccccc4C3=O)(Cc3cc(C#N)ccc31)O2,-10%[11.5 µM],?,·,·,-18%[11.4 µM],·,·
CCN1C(=NCCCOC(C)C)N[C@@H](c2ccccc2)[C@H](C(=O)OC)[C@H]1C,-6%,-7%,2%,43,-1%&-13%,4%,-9%
COc1ccccc1Oc1ccc(NC(=O)c2ccccc2C)cc1,3%,7%,?,-5,-20%,15%,3%
CCn1c2ccccc2c2cc(CNCc3ccc(OC)cc3OC)ccc21,-3%,-2%,13µM*,-30,94%[activator],?,-6%
O=c1[nH]c(Nc2ccc3c(c2)OCCO3)nnc1Cc1ccc(Cl)cc1,8%,1%,17%,-28,-27%,4%,6%
CC(C)CCn1cnc2c1c(=O)[nH]c(=O)n2Cc1ccccc1,6%,?,1%,6,-15%,0%,4%
CCOc1cc(CNCC(O)c2ccccc2)cc(Cl)c1OC (stereo unspecified),0%,1%,-25%,-29,4%,-3%,-7%
Cc1ccccc1NC(=O)c1cccc(NC(=O)c2ccccc2C(=O)O)c1,·,·,6%,-15,·,3%,2%
CCN1CCN(CCCNC(=O)c2cn(CCOC)c(=O)c3c2c2ccccc2n3C)CC1,1%,3%,4%,·,4%,-6%,7%
CCN(CC)CCN1C(=O)C(O)=C(C(=O)c2cccs2)C1c1ccc(C)o1 (stereo unspecified),3%,3%,16%,22,-11%,0%,-11%
CC(=O)c1ccc(NC(=O)CCNS(=O)(=O)c2cc(Br)cnc2N)cc1,-10%,-3%,-1%,32,-23%,1%,-8%
COc1ccc(C(=O)CC2(O)C(=O)N(Cc3ccccc3Cl)c3ccccc32)cc1 (stereo unspecified),·,-1%,·,-11,·,·,2%
CCN(CC)CCN(C(=O)c1ccc2ccccc2c1)c1nc2ccc(OC)cc2s1,5%,-10%,?,-6,-5%,-5%,-3%
Cc1cc(N2CCN(C)CC2)ccc1NC(=O)c1cccc(S(=O)(=O)N2CCc3ccccc3C2)c1,0%,-8%,?,?,129%[activator],?,-4%
O=C(CNCc1ccccc1Cl)NCc1ccco1,-5%,3%,0%,-16,0%,-18%,9%
O=C(CCC(=O)Nc1ccccc1)NNC(=O)C(c1ccccc1)c1ccccc1,4%,?,1%,-32,-32%,73%[activator],-7%
CCOc1ccc(CCNC(=O)CCn2c(=O)c3cccn3c3ccc(F)cc32)cc1,·,6%,·,-8,·,·,-1%
CC(=O)OCC(COC(C)=O)OC(C)=O,·,2%,23%,-16,-15%,0%,8%&-5%
O=C(O)CCC(=O)NNC(=O)c1ccc(-c2ccccc2)cc1,-5%,-4%,0%,31,-8%,16%,2%
CC(C)OC(=O)Cn1c(=O)sc2ccccc21,3%,4%,13%,16,-9%,0%,4%
COc1ccccc1C(=O)N1CCCC(C)(C(=O)NS(=O)(=O)C2CC2)C1 (stereo unspecified),·,·,·,?,·,10%,4%
COc1cc(/C=C/c2nnc3c4ccccc4ncn23)cc(OC)c1OC,3%,-2%,2.2µM*,19,141%[activator],5%[2.32 µM],-1%
N#C/C(=C\Nc1ccc(F)c(Cl)c1)C(=O)C1CC1,3%,-7%,5%,11,-22%,7%,5%
CCOC(=O)Cn1c(=O)oc2cc(S(=O)(=O)Nc3cc(OC)cc(OC)c3)ccc21,·,-13%,·,19,·,·,-1%
Cn1c(CSCc2ccccc2Cl)nnc1SCC(=O)Nc1nccs1,1%,3%,-12%,1,-37%,5%,-1%
NC(=O)c1c(NC(=O)Cc2cccs2)sc2c1CCC2,-1%,-11%,?,-17,-26%,-1%,-9%

# Remaining list, next part:
SMILES,LmPK inhibitor,AmpC detergent,HCV inhibitor,HCMV inh,AmpC no deterg,AMA1 RON2 block,TbPYK inhibitor
CCOC(=O)C1CCN(C(=O)CCS(=O)(=O)c2ccc3c(c2)CCN3C(C)=O)CC1,3%,-1%,8%,-17,-4%,-10%,1%
O=C(Nc1ccnc(-c2ccncc2)n1)c1ccccc1Cl,2%,?,3%,-24,-4%,-4%,-2%
COc1ccc(NS(=O)(=O)c2ccc3oc(SC)nc3c2)cc1,4%,4%,?,-39,-26%,4%,-17%
Cc1ccc(NC(=O)c2snc3c(=O)[nH]cnc23)cc1C,-1%,-12%,·,·,-21%,·,·
CC1(C)CC(N(Cc2ccco2)C(=O)Cc2ccccc2)CCO1 (stereo unspecified),2%,-4%,-2%,1,3%,-1%,1%
Cc1ccc(C)c(NS(=O)(=O)c2ccc3oc(=O)c4ncn(C)c4c3c2)c1,·,19%,·,14,·,·,1%
CCn1cc(CNC(=O)CCc2ccc(OC)cc2)cn1,-3%,1%,4%,18,-8%,14%,3%
COC(=O)C1=C(C)NC2=C(C(=O)C(C(=O)OC)C(c3ccc(OC)cc3)C2)C1c1ccccn1 (stereo unspecified),2%,-3%,10%,-13,7%,0%,7%
COc1ccc(-c2nn(CCC(=O)O)cc2/C=C/C(=O)O)cc1[N+](=O)[O-],-2%,2%,15%,-38,-13%,-6%,-7%
CCCCc1c(C)c2ccc(OC)c(/C(C)=N\O)c2oc1=O,10%,-7%,?,-18,-15%,-2%,-10%

# A draw from above in order of molecular weight, lowest first:
SMILES,LmPK inhibitor,AmpC detergent,HCV inhibitor,HCMV inh,AmpC no deterg,AMA1 RON2 block,TbPYK inhibitor
Cc1ccc(NC(=O)c2snc3c(=O)[nH]cnc23)cc1C,-1%,-12%,·,·,-21%,·,·
COc1ccc(NS(=O)(=O)c2ccc3oc(SC)nc3c2)cc1,4%,4%,?,-39,-26%,4%,-17%
Cc1ccc(C)c(NS(=O)(=O)c2ccc3oc(=O)c4ncn(C)c4c3c2)c1,·,19%,·,14,·,·,1%
COC(=O)C1=C(C)NC2=C(C(=O)C(C(=O)OC)C(c3ccc(OC)cc3)C2)C1c1ccccn1 (stereo unspecified),2%,-3%,10%,-13,7%,0%,7%

# Additional entries follow:
SMILES,LmPK inhibitor,AmpC detergent,HCV inhibitor,HCMV inh,AmpC no deterg,AMA1 RON2 block,TbPYK inhibitor
Cc1cnc(C(=O)OCc2nc3ccsc3c(=O)[nH]2)cn1,·,-7%,-22%,0,-8%,-28%,-3%
COc1ccc(Oc2coc3cc(OCC(=O)N4CCCCC4)ccc3c2=O)cc1,3%,2%,10%,·,-18%,·,·
Cc1ccc(C)c2[nH]c(=O)c(CCNC(=O)C(C)C)cc12,-1%,?,9%,·,-13%,·,·
CN(c1ccccc1)S(=O)(=O)c1cccc(NC(=O)C2CCCO2)c1 (stereo unspecified),·,·,5%,-62*,-3%,-15%,-3%
COc1ccc(NC(=O)CCn2nc(C)cc2C)cc1,-1%,-12%,8%,-20,-6%,10%,-15%
CC(Oc1cc2oc(=O)c3c(c2cc1Cl)CCC3)C(=O)NCCN1CCOCC1 (stereo unspecified),5%,-2%,-3%,-20,44%,-3%,-3%
Cc1ccc(Cl)cc1NS(=O)(=O)c1c(C)[nH]c(=O)[nH]c1=O,-9%,-2%,9%,20,-22%,-3%,-8%
